# Assay outcomes deposited in PubChem by several laboratories.
# MsrA inh: bovine MsrA inhibition | inhibition, % at 15.5 µM | AID 651718 | purified bovine MsrA, absorbance read-out | hit rate 0.75% among 360,000; in the data active = inhibition above about 4.5%;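 also: 0% = vehicle wells with enzyme and 100% = reference inhibitor wells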
# MT1-MMP act inh: blocks activation of human MT1-MMP; hit rate 0.061% among 360,000; AID 651647; GFP/RFP ratio change, % at 20 µM; HT1080 RFP-PRO-GFP cells, GFP/RFP ratio fluorescence, overnight; percent of plate control window, DMSO zero;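 active = GFP/RFP ratio change of at least 30% with cell ATP level not reduced by more than half and red fluorescence within 50% of control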; also: strong numbers were not always called active
#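 Read-out: GFP/RFP fluorescence ratio; Test system: RFP-PRO-GFP reporter HT1080 cells; Compound dosing: single-point 20 µM compound, 1% DMSO; Times: overnight compound exposure at 37 °C.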
# PABP1 MLLE inh: blocks PAM2 peptide binding to the PABP1 MLLE domain | P11940 | GST-MLLE / FITC-PAM2 fluorescence polarization | hit rate 0.36% among 360,000 | inhibition, % at 20 µM | AID 588489; in the data active = inhibition above about 35%, passing the limit was not always enough;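 also: plate controls were DMSO wells with GST-MLLE for no effect and wells lacking GST-MLLE protein for full effect; some results filed as inactive read as strong as hits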
# Target sequence (P11940 whole entry, looked up, the tested form may be a part): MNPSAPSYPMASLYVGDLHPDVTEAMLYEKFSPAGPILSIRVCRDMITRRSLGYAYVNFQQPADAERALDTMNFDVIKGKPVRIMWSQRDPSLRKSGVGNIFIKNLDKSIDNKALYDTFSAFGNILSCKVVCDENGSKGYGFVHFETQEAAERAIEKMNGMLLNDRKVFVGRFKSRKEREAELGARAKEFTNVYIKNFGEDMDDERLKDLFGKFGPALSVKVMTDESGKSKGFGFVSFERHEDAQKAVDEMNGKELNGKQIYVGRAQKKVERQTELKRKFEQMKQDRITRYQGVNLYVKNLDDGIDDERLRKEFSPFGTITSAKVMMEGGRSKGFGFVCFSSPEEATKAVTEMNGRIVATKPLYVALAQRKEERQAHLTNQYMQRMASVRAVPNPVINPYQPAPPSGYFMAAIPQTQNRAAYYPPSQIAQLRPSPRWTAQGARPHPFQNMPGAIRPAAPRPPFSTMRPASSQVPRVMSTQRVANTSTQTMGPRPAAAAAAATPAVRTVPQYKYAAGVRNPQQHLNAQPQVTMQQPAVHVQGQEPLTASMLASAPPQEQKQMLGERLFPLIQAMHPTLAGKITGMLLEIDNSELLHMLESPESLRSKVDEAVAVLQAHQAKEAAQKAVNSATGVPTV
# NRP1-CendR mod: NRP-1/CendR interaction modulation; O14786; FAM-RPARPAR peptide binding to NRP-1, fluorescence polarization; inhibition, % at 25 µM; hit rate 0.85% among 360,000;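 active = inhibition or corrected inhibition above about 18%, plus a signal ratio from 0.5 to 1.5, limit read from the data, passing the limit was not always enough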; also: strong numbers were not always called active
# SKN-1 block: C. elegans SKN-1 inhibition. C. elegans VP596 Pgst-4::GFP/RFP ratio, acrylamide-induced, 24 h. inhibition, % at 21.8 µM. hit rate 0.49% among 360,000. AID 624304;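 active = interference check ratio from 0.5 to 1.5 plus GFP to RFP signal ratio inhibition reaching or exceeding a fixed threshold, cut at about 30% in these data, passing the limit was not always enough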; also: some compounds called inactive have numbers as strong as hits
# E coli Lon inh: inhibitors of E. coli Lon protease. inhibition, % at 7.94 µM. hit rate 0.42% among 360,000. P0A9M0. purified E. coli Lon protease, fluorescence polarization; in the data active = inhibition above about 13%, passing the limit was not always enough;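 also: 0% = enzyme with probe and DMSO and 100% = no enzyme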
# TbMetRS inhib: blocks T. brucei methionyl-tRNA synthetase activity; hit rate 0.4% among 360,000; inhibition, % at 11.9 µM; purified T. brucei MetRS, ATP depletion, Kinase-Glo luminescence; AID 624268;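 active = inhibition above a per-plate cutoff of the control wells' mean inhibition plus 3 SD, cut at about 5.5% in these data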;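 also: 0% = DMSO wells median and 100% = median of wells with control inhibitor compound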
#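 Assay system: T. brucei methionyl-tRNA synthetase, purified | Medium: HEPES buffer with MgCl2, KCl, DTT, spermine, BSA, pyrophosphatase | Compound: 11.9 µM single point | Incubation: 15 min enzyme-compound preincubation, 2 h reaction, 10 min detection, 25 °C | Measured by: Kinase-Glo luciferase luminescence reporting remaining unconsumed ATP | Measure: % inhibition normalized to control-well medians | Replication: Singlicate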
# bovine MsrA act: activators of bovine methionine sulfoxide reductase A; purified bovine MsrA, absorbance read-out; activation, % at 10.6 µM; hit rate 0.3% among 360,000; in the data active = activation above about 7.5%;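 also: 0% = vehicle and 100% = reference activator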
# FAS TE block: blocks the thioesterase domain of human fatty acid synthase; recombinant FAS-TE, OMFH fluorogenic substrate, fluorescence endpoint; P49327; hit rate 0.67% among 360,000; inhibition, % at 15 µM;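 active = compounds whose normalised, plate-corrected inhibition of enzyme fluorescence in the single-dose primary screen is 50% or more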;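 also: 0% = DMSO with enzyme and 100% = substrate without enzyme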
# Starred values were filed as active, the others as inactive; / = not tested or not shown.
# Fields: MsrA inh, MT1-MMP act inh, PABP1 MLLE inh, NRP1-CendR mod, SKN-1 block, E coli Lon inh, TbMetRS inhib, bovine MsrA act, FAS TE block
Cc1cc(NC(=O)CCC(=O)N(c2ccccc2)C(C(=O)NC2CCCC2)c2ccccc2C)no1 (centres undefined)
  0.4, -2, 5, -13, 21, -1, -0.5, 1, 3
COc1ccc(CNC(=O)c2ccc3nc(C)c(N(C)Cc4ccc(NC(C)=O)cc4)n3c2)cc1
  -0.3, 4, -3, 1, 6, 10, -0.1, -2, -2
COc1ccc(CN2C(=O)c3ccccc3C2C(=O)NCCc2ccccc2)c(OC)c1 (centres undefined)
  -0.6, /, 0, 10, 2, 5, -0.9, -10, 0
Cc1ccc(N2C(=O)CC(Nc3ccccc3)C2=O)cc1 (centres undefined)
  -2.0, 1, 9, -4, 2, -6, -0.2, 0, -5
Cc1cccc(/C=N/NC(=O)c2ccccc2OCc2cccc(Br)c2)n1
  0.4, -1, -11, -3, 4, -3, -0.6, 1, 16
Cc1ccnc(NC(=O)c2cccc(S(=O)(=O)N3CCCC3)c2)c1
  0.6, 3, -7, 14, 3, -8, -0.6, -4, -2
CSc1ccccc1NC(=O)COC(=O)c1c[nH]c(=O)[nH]c1=O
  -0.6, 1, 11, -1, -9, 11, -0.4, -7, -8
CC1(C)NC(=O)N(CCCCSc2ccc(Cl)cc2)C1=O
  -0.7, -1, -5, 11, 4, 0, -1.0, -9, -5
COCCNC(=S)N/N=C(\C)c1cc2ccccc2o1
  8.2*, 1, 27, -5, 20, -1, -0.4, -2, -6
CCOCCCNC(=O)Cc1ccc(-n2c(CC)nc3cccnc32)cc1
  1.0, 1, 4, 0, 28, -2, -1.1, 3, -5
O=C(NCC(=O)N1CCCC(C(F)(F)F)C1)c1ccc(Br)o1 (centres undefined)
  -0.5, 1, 1, -1, -12, -2, -0.4, -2, 3
CCOc1ccc(CCNC(=O)c2nnn(CC(=O)Nc3c(C)cc(C)cc3C)c2N)cc1OCC
  2.0, 0, -7, 0, 8, 1, -0.7, -4, -22
Cc1cccc(C(=O)NCc2nnc(SCc3ccc(F)cc3)n2C)c1
  2.8, 1, -21, -14, -15, -1, -0.2, -1, -2
O=C(COC(=O)C1COc2ccccc2O1)Nc1ccc2c(c1)CCC2 (centres undefined)
  -0.4, -1, 0, 13, 14, 9, 0.3, 3, -3
COc1cc(C#N)ccc1OCC(=O)N1CCc2ccccc2C1
  0.4, 3, -13, 12, -9, -4, -0.9, -13, 6
Cc1ccc(CN2CC(C(=O)O)CC2=O)cc1 (centres undefined)
  -1.1, 0, -3, 1, -34, 0, -1.6, -12, -9
O=C(Nc1cccc(-c2cn3cccnc3n2)c1)Nc1ccccc1F
  1.2, /, 2, -10, -16, -4, 2.6, -15, 3
O=c1oc(CCO)cc2ccc(-c3ccc4[nH]ccc4c3)cc12
  -0.9, -1, -1, 6, 7, 2, -0.1, -15, 0
CCOC(=O)C(CCCCCCP(=O)(c1ccccc1)c1ccccc1)NC(C)=O (centres undefined)
  -1.4, -1, -8, 3, 9, 0, 0.0, -4, -2
CC(C)=CC(=O)Nc1ccc(Br)cc1
  -0.3, -4, -3, 10, 23, -7, -0.8, 0, -5
CC(C)Cn1nc(C(=O)Nc2cccc(S(=O)(=O)N3CCCC3)c2)c2ccccc2c1=O
  -0.9, 5, -11, 4, -15, 1, -0.4, -8, 40
CC(=O)Nc1ccc(CN2C(=O)C(C)ON=C2c2ccccc2-c2ccco2)cc1 (centres undefined)
  0.7, 3, -13, -12, -1, -2, -0.7, -6, 2
CSc1cccc(CN2CCC(CCC(=O)NC3CC3)CC2)c1
  -1.6, /, 3, -4, 0, 10, -2.8, -10, -4
Cc1ccc(S(=O)(=O)N2CCN(CC(=O)NC(=O)NCc3ccccc3)CC2)cc1C
  1.2, 0, -7, -1, 7, -4, -0.3, -1, 0
FC(F)(F)c1ccc(N2CCN(c3cc(-c4ccccc4)nc4ncnn34)CC2)nc1
  0.2, 14, 11, -8, -1, -8, -0.6, 0, 36
CC(C)(C)c1ccc(NC(=O)CSc2n[nH]c(=O)n2C2CC2)cc1
  0.5, 15, -12, 2, -7, 7, -0.5, -1, 5
CC(=O)N(C)[C@H]1C[C@@H](c2ccccc2)N(C(C)=O)C[C@H]1CO
  0.8, 3, 3, 10, 5, -1, -1.1, -5, -16
CCN(CC)CCCN1C(=O)C(O)=C(C(=O)c2ccco2)C1c1ccc(OC(C)C)cc1 (centres undefined)
  2.1, -6, 9, 5, -12, -1, 0.5, -2, 4
Cn1c(=O)[nH]c(=O)c2c1nc(NCCCO)n2Cc1ccc(F)cc1
  0.8, 11, 6, -21, 5, -1, -0.7, 0, -5
COc1ccc(CC(=O)OCC(=O)Nc2cccc(Cl)c2)cc1
  -0.6, 2, 12, 15, -13, -11, -0.5, -4, 9

# Complete entries, quoted from the list. Order of values: MsrA inh, MT1-MMP act inh, PABP1 MLLE inh, NRP1-CendR mod, SKN-1 block, E coli Lon inh, TbMetRS inhib, bovine MsrA act, FAS TE block
# Shown for Cn1c(=O)[nH]c(=O)c2c1nc(NCCCO)n2Cc1ccc(F)cc1 → 0.8, 11, 6, -21, 5, -1, -0.7, 0, -5
# Shown for Cc1ccc(S(=O)(=O)N2CCN(CC(=O)NC(=O)NCc3ccccc3)CC2)cc1C → 1.2, 0, -7, -1, 7, -4, -0.3, -1, 0

# New compounds follow.
# Fields: MsrA inh, MT1-MMP act inh, PABP1 MLLE inh, NRP1-CendR mod, SKN-1 block, E coli Lon inh, TbMetRS inhib, bovine MsrA act, FAS TE block
CC(C)CCNCC1OCc2ccccc2CO1
  0.8, -2, -4, 8, 2, -2, -1.0, -7, -9
COc1cccc(CNC(=O)CCCn2nc(C)c3c(C)n(-c4ccc(C)cc4)nc3c2=O)c1OC
  -0.9, 6, 6, -7, 6, -13, 0.2, -1, 2
CCn1cc(CN2CCC(n3nccc3NC(=O)Cc3ccccc3)CC2)cn1
  -0.6, -3, 15, 6, -1, 5, 0.1, -5, -3
COc1cccc(C(=O)COC(=O)C(C)N2C(=O)C3C4C=CC(C4)C3C2=O)c1 (centres undefined)
  -0.2, -2, 0, 13, -8, -6, -1.2, -3, 0
NC(=O)c1ccc(CN2CCc3ccccc3C2)cc1
  -0.1, -2, -9, 11, 10, -3, 0.2, -1, -3
Nn1cnnc1N/N=C/c1ccc(Cl)cc1Cl
  1.7, 2, -5, 2, 2, -4, 0.7, 5, -3
COC(=O)c1c(C)[nH]c(C)c1C(C)=O
  -0.7, 4, -4, 0, 5, -1, -0.1, -2, -3
O=C(Nc1ccnn1C1CCN(Cc2c(F)cccc2Cl)CC1)C1CCCC1
  -0.4, 1, 4, 22, 9, -18, 0.0, 2, -2
O=C(C1CCN(S(=O)(=O)c2ccc(Cl)cc2)CC1)N1CCC1
  -1.5, 0, 14, -3, -2, -9, -0.2, -2, -2
O=C(CCS(=O)(=O)c1ccccc1)Nc1nncs1
  1.2, -1, -6, 9, 5, -17, 0.0, -3, -6
CC(=O)COC(=O)c1cccc(N2C(=O)C3C4C=CC(C4)C3C2=O)c1 (centres undefined)
  0.3, 2, 5, -19, 2, -4, -0.5, -10, -4
CCCCNC(=O)c1cc(-c2ccc3c(c2)OCO3)on1
  0.8, 4, 8, -2, 12, 5, 1.4, -1, -2
CCOC(=O)C(C(=O)OCC)N(C#N)c1nc(C)cc(C)n1
  -0.4, 2, 7, 1, 9, -5, -0.2, -5, -6
O=C(CSc1nnc(-c2ccccc2)o1)NC(=O)Cc1ccccc1
  0.0, 0, -29, -7, -7, 1, -0.5, -5, -10
COc1ccc(CNC(=O)/C(C#N)=C/c2cccc(OC)c2OC)cc1
  1.4, 1, 12, 0, 5, 12, -0.3, 2, 0
O=C1CCNc2c(Cl)cccc21
  0.7, -3, 4, 14, -8, 11, 0.5, -3, -6
COc1cccc(CC(=O)N2CCC(CCC(=O)Nc3cccc(OC)c3)CC2)c1
  -0.2, 2, 6, 6, 13, -11, -0.4, -3, -4
CN(CC(=O)NCCc1ccc(S(N)(=O)=O)cc1)c1ccccc1
  -0.7, -1, -3, 14, -13, -7, -0.5, -1, -4
CC(Cc1n[nH]c(=S)n1N)c1ccccc1 (centres undefined)
  -1.1, 2, -17, 17, 6, -6, 0.2, 5, -2
COc1cc(/C=N/OCC(=O)NC2CCCCC2)ccc1OCc1ccccc1
  -0.4, -10, -3, 4, -3, -3, -0.7, -4, 27
Cc1ccc(S(=O)(=O)CCOC(=O)CNC(=O)OCc2ccccc2)cc1
  -0.3, 1, -10, -5, 1, 10, 0.0, -2, 0
C=C(C)CN(CC)C(=O)CC1C(=O)NCCN1Cc1c(F)cccc1Cl (centres undefined)
  -0.4, 1, 13, 10, -4, 4, -0.4, -1, -1
COC(=O)c1sc(NC(=O)c2cc3c(s2)CCCC3)nc1C
  -0.4, -10, 1, -12, 11, -1, -0.7, -4, 9
CC(C/C=N/NC(=O)COc1cc(Cl)ccc1Cl)c1ccccc1 (centres undefined)
  0.8, -8, 7, -2, 21, 10, -0.4, -1, 9
CCCNC(=O)C1(C)CCN(C(=O)C2(c3ccc(Cl)cc3)CCCC2)C1 (centres undefined)
  -0.6, -2, 1, -10, -7, 6, -0.2, -2, -2
CCN(CC(=O)Nc1ccccc1OC)C(=O)C1CC2C=CC1C2 (centres undefined)
  -0.1, -4, 6, -12, 8, 0, -1.7, -7, -12
CN(C)c1ncnc2c1C(c1ccccc1)C(C)(C)O2 (centres undefined)
  -0.8, 1, 8, -5, 3, -6, -0.2, -2, -7
COc1ccc(S(=O)(=O)N2c3ccccc3OCC2C(C)(C)C)cc1 (centres undefined)
  2.4, -5, -20, 9, 17, 2, -0.3, -2, -7
CCN(c1ccccc1)S(=O)(=O)c1ccc2ccccc2c1
  0.0, -5, -4, 4, -2, 3, 0.1, -3, 28
CCc1nn(CC(=O)NCCc2ccc(OC)cc2OC)c(=O)c2cc3occc3n12
  0.8, 1, -6, 16, 21, 5, -0.8, -4, -4
Cc1ccc(C)c(N(CC(=O)NCc2ccco2)C(=O)CNS(=O)(=O)c2ccc(F)cc2)c1
  -1.1, 2, 4, 8, -24, 3, -0.5, -9, 2
Cn1cnnc1SCC(=O)c1ccc2c(c1)NC(=O)CO2
  -0.6, 0, -34, 2, 3, -1, -0.3, -3, -8
Cc1ccc(CSc2nnc3c(n2)OC2(Nc4ccccc4-3)C(=O)Nc3ccc(F)cc32)cc1 (centres undefined)
  2.7, -7, 16, -6, 13, -12, 0.3, 0, 12
CCOC(=O)CSc1nc(C)cc(=O)[nH]1
  -0.9, 3, 23, -1, 2, 3, -0.7, -10, -6
Cc1c(F)cccc1NS(=O)(=O)c1ccccc1C#N
  -0.4, 11, 5, 9, 10, -9, -0.8, -1, -2
COc1ccc(C(=O)NC(=S)Nc2ccccc2N2CCOCC2)cc1[N+](=O)[O-]
  -1.0, 1, 18, 3, 0, -1, 0.1, -4, 24
COc1ccc(C(=O)NCCCSc2ccccc2)cc1F
  -0.7, 2, -9, 5, 14, 4, -0.1, -3, 6
CCN(C(=O)CCS(=O)(=O)c1ccc2c(c1)oc(=O)n2C)c1ccc(OC)cc1
  -0.6, -1, 10, 11, -7, -1, -0.3, -4, 5
O=C1C=C(c2cccc(CO)c2)C[C@@H](c2ccc3c(c2)OCO3)C1
  1.0, 5, 9, -2, 16, -17, -0.3, -4, 0
O=C(CSc1ccc(C(F)(F)F)cc1[N+](=O)[O-])N1CCOCC1
  -0.5, 2, -7, 5, 3, 0, -1.2, -4, -4
